# Screening data: PubChem BioAssay, several laboratories
# TRPC4 inh = TRPC4 (mouse) channel inhibition | hit rate 0.39% among 300,000 | B-score at 10 µM | HEK293 TRPC4beta/mu-opioid, DAMGO-evoked Fluo4 calcium flux; stronger effect = lower value | Q9QUQ5 | AID 2247;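 active = B-score over 3 SD under the library average, no early fluorescence shift, positive overall ratio signal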
#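 test system = HEK293 cells with stable TRPC4beta plus mu-opioid receptor expression | detection = Fluo4 Ca2+ flux fluorescence | read-out = integrated fluorescence ratio relative to baseline, converted to per-well B score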
# TRPC4 potent = allosteric potentiators of mouse TRPC4 channel | Q9QUQ5 | hit rate 0.42% among 310,000 | HEK293 TRPC4beta/mu-opioid, DAMGO EC20, Fluo-4 Ca2+ flux; stronger effect = higher value | AID 2227 | B-score at 10 µM;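 active = B-score of calcium response area above 5 SD of library B-scores, with initial fluorescence ratio within 5 SD of library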;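 also: B-score of integrated fluorescence ratio over time as area under calcium response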
# KCNQ1 block = inhibitors of human KCNQ1 potassium channel. P51787. CHO-K1 KCNQ1, FluxOR thallium flux fluorescence; stronger effect = higher value. B-score at 10 µM. hit rate 1.3% among 310,000. AID 2642;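 active = compounds whose thallium flux B-score, printed positive for inhibition, exceeds three library SD while starting fluorescence stays within three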;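 also: channel opened by potassium depolarization with thallium stimulus after 20 min compound exposure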
# KCNK3 inh = human KCNK3 channel inhibition, primary screen. B-score at 10 µM. CHO-KCNK3 thallium flux, FluxOR fluorescence; stronger effect = lower value. O14649. hit rate 0.84% among 340,000;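 active = B-score under library mean minus 4 SD, starting fluorescence ratio at most library mean plus 5 SD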;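 also: more negative B-score means stronger inhibition of thallium flux through KCNK3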
# TRPC4 act = activators of mouse TRPC4 channel | Q9QUQ5 | HEK293 TRPC4beta/mu-opioid, Fluo4 calcium fluorescence; stronger effect = higher value | B-score at 10 µM | hit rate 0.49% among 310,000;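 active = B-score above 5 SD of library B-scores, and initial fluorescence ratio not above library mean plus 5 SD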;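 also: positive B-score marks a calcium rise read as TRPC4 activation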
#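 system = HEK293 cells stably co-expressing mouse TRPC4beta and mu-opioid receptor | schedule = Fluo4 dye loading 45 min at room temperature, 110 s recording | measure = B-scored integrated calcium fluorescence ratio | signal = Fluo4 calcium-sensitive dye fluorescence, kinetic, 1 Hz baseline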
# hERG protect = hERG (human) protection from proarrhythmic block; activation (rescue from dofetilide block), less the hit threshold, % at 10 µM; CHO-hERG, FluxOR thallium flux, dofetilide IC70 present; Q12809; AID 1511; hit rate 0.51% among 310,000;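 active = activation above the mean of controls blocked by dofetilide plus 5 SD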;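 also: thallium influx through hERG after potassium depolarization seen as dye fluorescence rise; in these data hits start at about 4.7%; inactives centre near -7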
# Target sequence (Q12809 whole entry, looked up): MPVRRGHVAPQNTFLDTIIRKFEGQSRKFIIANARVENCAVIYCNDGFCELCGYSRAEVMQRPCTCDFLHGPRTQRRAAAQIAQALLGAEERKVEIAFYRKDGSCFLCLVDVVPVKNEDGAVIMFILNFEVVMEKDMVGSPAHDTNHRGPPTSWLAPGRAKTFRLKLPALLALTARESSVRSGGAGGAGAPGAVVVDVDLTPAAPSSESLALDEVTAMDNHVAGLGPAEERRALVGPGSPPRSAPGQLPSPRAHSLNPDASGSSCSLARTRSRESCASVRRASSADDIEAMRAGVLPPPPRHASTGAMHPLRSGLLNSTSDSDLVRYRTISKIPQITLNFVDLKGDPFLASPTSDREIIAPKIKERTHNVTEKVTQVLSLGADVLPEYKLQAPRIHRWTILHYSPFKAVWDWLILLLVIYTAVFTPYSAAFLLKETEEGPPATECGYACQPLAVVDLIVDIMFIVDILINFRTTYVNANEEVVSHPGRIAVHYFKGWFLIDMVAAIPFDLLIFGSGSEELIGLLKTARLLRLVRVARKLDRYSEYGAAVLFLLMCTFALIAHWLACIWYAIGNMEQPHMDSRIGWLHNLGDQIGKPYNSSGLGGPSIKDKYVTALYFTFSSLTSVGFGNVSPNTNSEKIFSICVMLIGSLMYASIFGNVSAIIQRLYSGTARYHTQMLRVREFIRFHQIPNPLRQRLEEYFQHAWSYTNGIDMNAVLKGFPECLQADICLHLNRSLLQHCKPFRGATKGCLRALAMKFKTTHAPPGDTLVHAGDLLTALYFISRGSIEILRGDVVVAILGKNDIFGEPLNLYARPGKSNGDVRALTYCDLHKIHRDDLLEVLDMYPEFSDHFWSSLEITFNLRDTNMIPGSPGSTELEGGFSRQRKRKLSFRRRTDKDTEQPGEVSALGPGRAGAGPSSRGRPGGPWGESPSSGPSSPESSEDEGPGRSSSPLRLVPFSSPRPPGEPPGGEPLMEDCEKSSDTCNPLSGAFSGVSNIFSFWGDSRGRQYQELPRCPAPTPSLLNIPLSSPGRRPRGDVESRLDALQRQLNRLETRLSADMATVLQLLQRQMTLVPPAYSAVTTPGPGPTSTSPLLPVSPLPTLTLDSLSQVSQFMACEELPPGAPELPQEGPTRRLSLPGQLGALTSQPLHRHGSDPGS
# KCNQ1 act = human KCNQ1 channel potentiation or activation | hit rate 0.35% among 310,000 | B-score at 10 µM | CHO-K1 KCNQ1, thallium flux FluxOR fluorescence; stronger effect = higher value;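 active = fluorescence ratio B-score, a plate-corrected score, at least three library SD, with initial intensity B-score within 5 SD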
#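 Medium – assay buffer, equal DMSO in all wells · Material – CHO-K1 cell line with stable KCNQ1 potassium channel expression · Signal – kinetic FluxOR thallium fluorescence, 10-s 1-Hz baseline, 110-s post-stimulus read · Compound – single concentration per compound, DMSO matched to controls · Schedule – 37 °C overnight plating, 90-min dark dye load, 20-min compound pretreatment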
# Platelet DG rel = modulates dense granule release in human platelets; human platelet-rich plasma, SFLLRN dense granule ATP release, luminescence; hit rate 0.22% among 300,000; AID 1663; inhibition, %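 (compounds screened at 7.5 µM in platelet-rich plasma)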;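 active = mean replicate score, as percent of positive control, at or above 50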
# KCNK9 block = inhibitors of human KCNK9 two-pore domain potassium channel; HEK293 KCNK9, FluxOR thallium flux fluorescence; stronger effect = lower value; B-score at 10 µM; hit rate 1.2% among 310,000;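 active = ratio B-score over 3 SD below the library mean, with starting fluorescence within 5 SD of its mean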;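 also: negative B-score means less thallium flux so channel inhibition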
# PolyA inh = yeast polyadenylation inhibition | S. cerevisiae SKY197-pL101 polyadenylation reporter, beta-gal luminescence; efflux-impaired pdr1/pdr3 knockout yeast; score 100 = 6 SD above DMSO | calls only at 12 µM | hit rate 0.02% among 300,000 | AID 1875;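 active = lowest replicate activity score at least 50, where 100 means six control SD above control mean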;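 also: yeast exposed to compound for 9 h at 30 °C; higher score means more reporter readthrough which indicates perturbed polyadenylation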
# DYRK1A inh = blocks rat Dyrk1A kinase activity. Q63470. ADP-Glo luminescence, NFATc1 peptide. inhibition, % at 12.5 µM. hit rate 0.43% among 310,000. AID 504441; in the data active = inhibition above about 50%;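 also: plate controls were vehicle with enzyme for no effect and no enzyme for full effect; many of its hits are not listed in these tables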
# * marks the source's active call; other numbers are inactive results; i = inactive; . = no result given. An excerpt; count on the stated rates, not on these rows.
compound	TRPC4 potent	TRPC4 inh	KCNQ1 block	KCNK9 block	hERG protect	KCNQ1 act	KCNK3 inh	Platelet DG rel	TRPC4 act	DYRK1A inh	PolyA inh
O=S(=O)(Nc1cccc2c1CCCC2)c1ccc(Cl)cc1	i	i	i	i	-14	i	i	-11	i	1	i
O=C(CCNC(=O)C1CCN(S(=O)(=O)c2ccc(F)cc2)CC1)NCc1cccnc1	i	i	i	i	-9	i	i	2	i	-1	i
CCOc1ccc(N=C2NN=C(c3cc(C)n(CC4CCCO4)c3C)CS2)cc1 (configuration not stated)	i	i	i	i	-11	i	i	4	i	.	i
O=C(Nc1nnc(S(=O)(=O)N2CCOCC2)s1)c1ccccc1F	i	i	i	i	-5	i	i	1	i	0	i
CC1CCCCC1NC(=O)COC(=O)/C=C/c1ccc2c(c1)OCO2 (configuration not stated)	i	i	i	i	-11	i	i	-27	i	-6	i
CCOc1ccc2nc(Cl)c(/C=C/C(=O)c3ccco3)cc2c1	i	i	i	i	-7	i	i	2	i	-2	i
O=C(CSc1nnc(-c2ccncc2)o1)NC1C2CC3CC(C2)CC1C3 (configuration not stated)	i	i	i	i	-2	i	i	-16	i	6	i
CCOCCn1c(CN2CCCCC2C)nc2c1c(=O)n(C)c(=O)n2C (configuration not stated)	i	i	i	i	-5	i	i	0	i	1	i
CCc1ccc(OCCOC(=O)Nc2ccccc2)cc1	i	i	i	i	-4	i	i	2	i	.	i
CCCCCCCC(=O)N/N=C(\C)c1cccnc1	i	i	i	i	-11	i	i	0	i	6	i
CC(OC(=O)Cn1[nH]c(=O)c2ccccc2c1=O)C(=O)c1ccccc1 (configuration not stated)	i	i	i	i	-8	i	i	15	i	6	i
Cc1cc(F)ccc1S(=O)(=O)Nc1ccccc1C(=O)Nc1ncn[nH]1	i	i	i	i	-9	i	i	2	i	11	i
Cc1ccccc1CN1C2=NCCN2c2ccccc21	i	i	i	i	-6	i	i	9	i	-2	i
CC(C)C[C@H](NC(=O)[C@H]1N2C(=O)c3ccccc3C2SC1(C)C)C(=O)N[C@@H](Cc1ccccc1)C(=O)O (some centres not stated)	i	i	i	i	-5	i	i	0	i	2	i
COC(=O)c1ccc(NC(=O)COC(=O)c2nc3nccc(C)n3n2)cc1	i	i	i	i	-7	i	i	0	i	-3	i
CC1Cc2ccccc2N1S(=O)(=O)c1cccc(C(=O)OCC(=O)NCc2ccco2)c1 (configuration not stated)	i	i	i	i	-10	i	i	-1	i	3	i
COc1ccc(C/C(N)=N/O)cc1	i	i	i	i	-4	i	i	10	i	0	i
COc1ccc(N(CC(=O)NCc2ccc3c(c2)OCO3)C(=O)CCC(=O)Nc2ccccn2)cc1	i	i	i	i	-4	i	i	16	i	2	i
Cc1c(C)c2ccc(OCC(=O)Nc3ccccn3)c(C)c2oc1=O	i	i	i	i	-1	i	i	52*	i	17	i
COC(=O)c1sc(NC(=O)COc2cccc3ccccc23)nc1C	i	i	i	i	9.0*	i	i	-1	i	-1	i
Cc1c(O)nc(SCC(=O)Nc2cccc(C(F)(F)F)c2)n(-c2ccccc2)c1=O	i	i	i	i	-2	i	i	-18	i	5	i
O=C(O)CCc1nn2c3ccccc3n(CCN3CCCCC3)c2nc1=O	i	i	i	i	-7	i	i	-3	i	-1	i
COc1ccc(C(=O)/C=C/c2ccc(C)cc2)c(OC(=O)c2ccc([N+](=O)[O-])cc2)c1	i	i	i	i	-9	i	i	.	i	2	i
CCc1ccc(NS(=O)(=O)c2ccc3[nH]cc(C(=O)N4CCCCC4)c(=O)c3c2)cc1	i	i	i	i	1	i	i	5	i	2	i
O=c1cc(-c2ccccc2)cc(-c2ccccc2)n1CCCO	i	i	i	i	-1	i	i	0	i	20	i
CC(Cc1ccccn1)NC(=O)CCc1nnc(C2CCCCC2)o1 (configuration not stated)	i	i	i	i	-15	i	i	-2	i	0	i
COC(=O)C12CC3CC(C1)CC(n1cnc(Cl)n1)(C3)C2	i	i	i	i	-6	i	i	-2	i	-1	i
CCN(CC)S(=O)(=O)c1cccc(-c2nnc(SCC(=O)NC3CCCCCC3)n2N)c1	i	i	i	i	-15	i	i	3	i	2	i
O=C(CSc1nnc(Cc2cccs2)n1Cc1ccco1)Nc1cccc(Cl)c1	i	i	i	i	-2	i	i	-9	i	-1	i
Cc1cc(C(C)(C)C)cc(S(=O)(=O)Nc2ccc(O)c(C(=O)O)c2)c1C	i	.	i	i	-8	i	i	-1	i	10	i
CC(C)Cn1c(SCC(=O)NC2CCCc3ccccc32)nc(O)cc1=O (configuration not stated)	i	i	i	i	-2	i	i	2	i	0	i
CCOC(=O)c1cnc2c(C(F)(F)F)cccc2c1N1CCN(C)CC1	i	i	i	i	-6	i	i	-3	i	1	i
Cc1ccccc1NC(=O)CC1SC(=Nc2ccc(O)cc2)NC1=O (configuration not stated)	i	i	i	i	-11	i	i	-3	i	-3	i
COc1ccccc1N(CC(=O)Nc1cc(C)on1)S(=O)(=O)c1ccc(Cl)cc1	i	i	i	i	-2	i	i	-1	i	7	i
O=C(NNC(=O)c1ccccc1[N+](=O)[O-])Nc1ccc(Cl)cc1	i	i	i	i	-4	i	i	6	i	3	i
COc1ccc(NC(=O)N2CCCC(C(=O)NC(C)C)C2)cc1 (configuration not stated)	i	i	i	i	-7	i	i	-4	i	-4	i
COCCN(C(=O)COC(=O)COc1ccc2c(c1)CCC2)c1c(N)n(Cc2ccccc2)c(=O)[nH]c1=O	i	i	i	i	-12	i	i	1	i	-4	i
CCn1c(SCC(=O)c2c(N)n(C)c(=O)n(C)c2=O)nnc1-c1ccccc1	i	i	i	i	2	i	.	10	i	.	i
O=C(NCC(c1cccnc1)N1CCN(c2ccccc2F)CC1)c1ccccc1 (configuration not stated)	i	i	i	i	-18	i	i	-2	i	0	i
COc1cccc(CNC(=O)COc2cc3c(c4oc(=O)cc(C)c24)CCC(C)(C)O3)c1	i	i	i	i	-10	i	i	-3	i	5	i
O=C1CN(c2ccccc2)C(=S)N1C(=O)c1ccccc1	i	i	i	i	-9	i	i	-2	i	10	i
CCCCc1nc2ccccc2c(=O)n1NC(=O)c1c(O)c2ccccc2n(C)c1=O	i	i	i	i	-5	i	i	1	i	2	.
COC(=O)c1ccc2c(c1)NC(=O)CS2	i	i	i	i	-5	i	i	1	i	-23	i
Cc1ccc(-c2nnc(NCCCO)c3ccccc23)cc1	i	i	i	i	-8	i	i	-1	i	5	i
CN1CCC2(CC1)N=C(c1ccc(F)cc1)C(=S)N2C(=O)c1ccc(C(C)(C)C)cc1	i	i	i	i	-14	i	i	18	i	-3	i
COc1cccc(C(=O)Nc2nnc(S(=O)(=O)N3CCCC3)s2)c1	i	i	i	i	-8	i	i	11	i	-7	i
O=C(CCS(=O)(=O)c1ccc(Br)cc1)N1CCCCCC1	i	i	i	i	-7	i	i	-1	i	-12	i
Cc1csc(NC(=O)C2CCCC2)n1	i	i	i	i	-6	i	i	2	i	10	i
CC12CCC(C(=O)Nc3cc(Cl)ccc3Cl)(C/C1=N\O)C2(C)C (configuration not stated)	i	i	i	i	-16	i	i	-2	i	10	i
O=C(Cc1coc2ccc3ccccc3c12)NCc1cccs1	i	i	i	i	-8	i	i	12	i	-4	i
O=C(O)/C=C/c1ccccc1Oc1ccc(Cl)cc1Cl	i	i	i	i	2	i	i	2	i	4	i
CC1CCCCN1C(=O)c1ccc(CS(=O)(=O)Cc2ccccc2)cc1 (configuration not stated)	i	i	i	i	-6	i	i	28	i	.	i
CC(=O)c1ccc(NC(=O)C(C)OC(=O)c2ccc(NS(=O)(=O)c3ccc(F)c(F)c3)cc2)cc1 (configuration not stated)	i	i	i	i	-4	i	i	19	i	-8	i
O=C(NCc1ccc(F)cc1)C1CC(=O)N(C2CCCCCCC2)C1 (configuration not stated)	i	i	i	i	-7	i	i	-3	i	0	i
CCN1CCN(Cc2c(O)ccc3c(C)cc(=O)oc23)CC1	i	i	i	i	-1	i	i	4	i	2	i
N=c1n(CCO)c2ccccc2n1Cc1ccc(Cl)cc1	i	-6*	i	i	-13	i	i	0	i	0	i
CC(OC(=O)CN1C(=O)c2ccccc2C1=O)C(=O)NC1CCCCC1C (configuration not stated)	i	i	i	i	-7	i	i	0	i	16	i
Nc1ccccc1Nc1cc(-c2ccccc2)[nH]n1	i	i	i	i	-18	i	i	-9	i	-2	i
C=CCN(c1ccc(C(=O)Nc2cccc(C)c2)cc1)S(C)(=O)=O	i	i	i	i	-6	i	i	3	i	-1	.
CCCCNCc1cc(Br)c(OCC(=O)N2CCOCC2)c(OC)c1	i	i	i	i	-12	i	i	22	i	-2	i

# Pulled by compound from above (2):
compound	TRPC4 potent	TRPC4 inh	KCNQ1 block	KCNK9 block	hERG protect	KCNQ1 act	KCNK3 inh	Platelet DG rel	TRPC4 act	DYRK1A inh	PolyA inh
COc1ccccc1N(CC(=O)Nc1cc(C)on1)S(=O)(=O)c1ccc(Cl)cc1	i	i	i	i	-2	i	i	-1	i	7	i
Cc1csc(NC(=O)C2CCCC2)n1	i	i	i	i	-6	i	i	2	i	10	i

# (further entries)
compound	TRPC4 potent	TRPC4 inh	KCNQ1 block	KCNK9 block	hERG protect	KCNQ1 act	KCNK3 inh	Platelet DG rel	TRPC4 act	DYRK1A inh	PolyA inh
Cc1ccc2nc(Nc3nc(CSc4nc5ccccc5s4)cc(=O)[nH]3)nc(C)c2c1	i	i	i	i	-12	i	i	5	i	0	i
Cc1cc(Oc2nc3c(C)cccn3c(=O)c2/C=C(\C#N)S(=O)(=O)c2ccccc2)ccc1Cl	i	i	i	i	-9	i	i	-24	i	2	i
CCNc1nc(NCC)nc(N/N=C/c2ccccc2)n1	i	i	i	i	-2	i	i	5	i	1	i
Cc1c(-n2c(SCC(=O)N(C)C3CCS(=O)(=O)C3)nc3ccccc3c2=O)c(=O)n(-c2ccccc2)n1C (configuration not stated)	i	i	i	i	-10	i	i	14	i	.	i
CC1CCCN(S(=O)(=O)c2cc3c4c(c2)CCN4C(=O)CC3)C1 (configuration not stated)	i	i	i	i	-8	i	i	-4	i	10	i
